EPAC1 antag: antagonists of human EPAC1; EPAC1 GEF assay, Rap1b-BODIPY-GDP exchange fluorescence; O95398; 360,000 compounds, 0.14% hits; Potency, µM (top dose mostly 115 µM), inactives show at the top dose activity change, negative = inhibition, usual class: inhibitors;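 also: potency is read from the fitted curve at half-maximal effect; plate controls were vehicle for no effect and positive control for full effect; nearly all actives have a fitted effect of over 50% in size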
EPAC2 ag: EPAC2 (human) agonism; 360,000 compounds, 0.079% hits; Potency, µM (titrated, usually from 154 µM), for the others: at the highest dose activation, hits mostly activators; EPAC2 activation, biochemical qHTS; response scale: 100% = 6.5 mM cAMP response; Q8WZA2; also: potency is read from the fitted curve at half-maximal effect; nearly all actives have a fitted effect of over 50% in size
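Compounds were added across a concentration range to EPAC2 (100 nM), RAP1B-BODIPY-GDP (250 nM) and GDP (50 uM). After 5 min at room temperature, fluorescence was recorded at 5-min intervals for 30 min.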
PI5P4K alpha inh: PI5P4K alpha (human) kinase inhibition; PI5P4Kalpha enzyme, ADP-Glo luminescence, 60 min; stronger effect = lower value; 330,000 compounds, 1.2% hits; AID 652105; max response, %; P48426; active = max response of -50% or lower; inconclusive = between -30% and -50%; inactive = -30% or higher; also: value at the top dose of about 77 µM; % is scaled to controls: 0 for no effect and ±100 for the full control effect
Target sequence (P48426 whole entry, looked up): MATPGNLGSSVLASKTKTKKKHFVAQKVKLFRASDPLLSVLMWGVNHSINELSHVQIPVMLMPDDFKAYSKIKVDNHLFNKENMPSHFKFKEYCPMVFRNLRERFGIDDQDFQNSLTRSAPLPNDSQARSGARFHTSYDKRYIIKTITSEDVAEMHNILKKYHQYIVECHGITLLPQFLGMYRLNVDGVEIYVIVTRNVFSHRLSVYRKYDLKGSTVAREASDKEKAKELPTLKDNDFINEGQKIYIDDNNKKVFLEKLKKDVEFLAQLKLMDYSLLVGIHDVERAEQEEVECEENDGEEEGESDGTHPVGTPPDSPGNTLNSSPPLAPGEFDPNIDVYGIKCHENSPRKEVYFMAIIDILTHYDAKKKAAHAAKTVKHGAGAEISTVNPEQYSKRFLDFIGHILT
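Compounds were pin-transferred onto PI5P4Kalpha and substrate in HEPES pH 7.4 buffer with EGTA, CHAPS and 5% DMSO. ATP (5 microM final) started the reaction, which ran 60 minutes at room temperature before ADP-Glo detection.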
EPAC1 agonist: agonists of human EPAC1 | 360,000 compounds, 0.073% hits | EPAC1 agonist qHTS, biochemical assay; response scale: 100% = response to 6.5 mM cAMP | AID 720707 | Potency, µM (doses to about 154 µM), for the others: at the top dose activation, most hits filed as activators | O95398; also: potency is read from the fitted curve at half-maximal effect; nearly all actives have a fitted effect of over 60% in size
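Fluorescent GDP-exchange assay: 100 nM EPAC1 with 250 nM Rap1B preloaded with BODIPY-GDP and 50 uM GDP; compounds tested as concentration series, 5 min at room temperature, then read every 5 min for 30 min (ex 480/em 540 nm); normalized to 6.5 mM cAMP.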
PLK1 PBD inh: PLK1 (human) polo-box domain binding inhibition. 360,000 compounds, 2.8% hits. Potency, µM, for the others: max response, negative = inhibition, hits mostly inhibitors. AID 720504. Plk1 PBD binding of FITC phosphopeptide, fluorescence polarization; also: potency is read from the fitted curve at half-maximal effect; series mostly up to about 57 µM; % is scaled to controls: 0 for no effect and ±100 for the full control effect; nearly all actives have a fitted effect of over 65% in size
Target sequence (P53350 whole entry, looked up, the tested form may be a part): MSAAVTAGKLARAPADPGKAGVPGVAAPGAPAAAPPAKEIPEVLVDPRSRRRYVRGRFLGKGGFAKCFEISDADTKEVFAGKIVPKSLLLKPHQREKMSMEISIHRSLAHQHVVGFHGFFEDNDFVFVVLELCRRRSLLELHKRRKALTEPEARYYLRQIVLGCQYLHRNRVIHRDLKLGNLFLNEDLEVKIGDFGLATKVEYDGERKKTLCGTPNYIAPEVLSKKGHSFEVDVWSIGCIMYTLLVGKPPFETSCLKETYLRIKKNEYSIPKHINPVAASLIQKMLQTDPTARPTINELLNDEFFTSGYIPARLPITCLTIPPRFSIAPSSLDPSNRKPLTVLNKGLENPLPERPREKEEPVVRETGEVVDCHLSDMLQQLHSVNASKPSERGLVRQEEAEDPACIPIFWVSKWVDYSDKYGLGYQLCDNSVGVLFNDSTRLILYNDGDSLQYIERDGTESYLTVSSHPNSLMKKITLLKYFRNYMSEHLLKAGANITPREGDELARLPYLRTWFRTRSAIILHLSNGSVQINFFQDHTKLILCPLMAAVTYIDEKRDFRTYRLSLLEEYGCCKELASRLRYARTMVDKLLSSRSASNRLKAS
CCT chaperon mod: modulators of cytosolic chaperonin (CCT/TRiC) activity; activity change, % (test concentration not listed), hits read low; purified chaperonin ATPase assay, HTRF ADP detection, 30 min; 360,000 compounds, 0.3% hits; in the data active = activity change below about -30%; also: % is scaled to controls: 0 for no effect and ±100 for the full control effect
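TRiC (40 or 20 nM final, by batch activity) in 30 mM Tris pH 7.4, 100 mM KCl, 5 mM MgCl2, 1 mM DTT was treated with compound at 76 uM single dose, then 10 uM ATP, 30 min at 37 °C. ADP was read by HTRF Transcreener.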
IL2 activator: activators of IL-2 | IL-2 activation reporter assay, cell-based qHTS; stimulated with anti-CD3/CD4/CD28 beads; in transgenic mouse T cells | activation, % (series mostly up to about 46 µM) | 360,000 compounds, 0.065% hits | AID 652025; in the data active = activation above about 50%; inconclusive = mostly about 30% to 49%; also: 0% is about no effect
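Using fluorescent plate cytometry, EGFP and DsRed are detected in transgenic mouse T cells stimulated 18 h at 37 degrees C with antibody-coated beads after 60 min compound pretreatment.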
WRN helicase inh: blocks human WRN helicase | 360,000 compounds, 0.46% hits | Potency, µM (titrated, usually from 114 µM), inactives show top-dose activity change, negative = inhibition, usual class: inhibitors | AID 651768 | WRN helicase unwinding, fluorescent forked duplex, kinetic; also: potency is read from the fitted curve at half-maximal effect; % is scaled to controls: 0 for no effect and ±100 for the full control effect; nearly all actives have a fitted effect of over 55% in size
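Primary qHTS, 1536-well format. 20 nM WRN + compound, 15 min RT; start with 100 nM forked fluorophore/quencher duplex, 2 mM ATP (final); kinetic read ex 525/em 598 nm.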
The depositor's hits bear a star; u = inconclusive; x = no result given; [ ] = another dose, or the depositor's remark. Unless noted, calls follow the shape of the dose curve; as a rule, active = well fitted curve in the direction sought with a large enough effect; inconclusive = small, poorly fitted or top-dose-only effect, or another doubt; inactive = no such curve, though single readings can be large; an effect the other way counts as inactive or inconclusive. Not all compounds are listed, so the mix of outcomes need not match the whole.

Sequence of screens – CCT chaperon mod | PLK1 PBD inh | EPAC1 agonist | IL2 activator | EPAC1 antag | EPAC2 ag | WRN helicase inh | PI5P4K alpha inh
CCOC(=O)C1(C)CCN1C(=O)c1cccc(OC)c1 (stereo unspecified)
→ 2.2 | -9% | -6% | 0.3 | 1% | 9% | -1% | 0
C/C(Nc1ccc(Cl)c(Cl)c1)=C1/CCOC1=O
→ 1.6 | -2% | -3% | -1.1 | 4% | 4% | 9% | 1
Cc1sc2nc(N)sc2c1C
→ 0.8 | u | 11% | 4.2 | -14% | 2% | -31% | -8
O=C1C2C(C(=O)N1/N=C/c1ccco1)C1C=CC2C12CC2 (stereo unspecified)
→ -1.9 | -7% | 1% | -2.0 | 9% | 7% | 3% | x
CCn1cc(S(=O)(=O)NCCc2ccc(F)cc2)cn1
→ -0.4 | -8% | 12% | -3.3 | -26% | 7% | 2% | 2
O=C(Nc1cc(Cl)ccc1-n1cncn1)c1ccc([N+](=O)[O-])o1
→ -1.8 | -23% | 4% | -2.2 | -16% | -6% | -19% | u
Cc1ccc(OCCNC(=O)[C@H]2O[C@@H](n3ccc(N)nc3=O)[C@H](O)[C@@H]2O)cc1C
→ 0.6 | 7% | -1% | -0.7 | 10% | 6% | -5% | 0
COc1ccc(S(=O)(=O)N(C)C)cc1NC(=O)Cc1c[nH]c2ccccc12
→ 0.2 | -2% | -3% | -0.1 | -22% | -4% | -13% | -1
COc1ccccc1C(=O)NCCCNC(=O)c1ccccn1
→ -3.7 | -18% | 1% | 0.5 | -10% | 16% | 5% | 0
COc1cccc(N2C(=O)N(c3ccccc3Cl)C3CS(=O)(=O)CC32)c1 (stereo unspecified)
→ -0.1 | -5% | -2% | -3.4 | 10% | -1% | 3% | x
O=C(COc1ccc(Cl)cc1)NCCc1ccccn1
→ -8.7 | -9% | -1% | 1.3 | -10% | 7% | -8% | 1
O=C(Nc1ccon1)c1nc[nH]c1C(=O)NCc1ccccc1
→ -2.0 | 1% | 1% | -3.1 | -4% | -9% | -1% | -6
COCCNC(=S)N/N=C/c1ccc2c(c1)OCCO2
→ -1.8 | -1% | 2% | 1.0 | -5% | -1% | 0% | 0
COc1ccc([C@H]2CC(=O)C=C(c3ccc(C)c([N+](=O)[O-])c3)C2)cc1
→ -1.0 | 3% | 9% | -1.7 | -6% | 13% | -1% | 11
Cc1cccc(NC(=O)NN2CCN(C)CC2)c1C
→ 0.2 | -3% | 14% | -3.1 | 10% | 7% | 4% | -5
COc1ccccc1NS(=O)(=O)c1cccc(C(=O)N2CCCCCCC2)c1
→ -1.2 | -3% | 3% | -0.4 | -9% | -7% | 3% | 3
O=C(O)c1nn(-c2cccc(Cl)c2)c(=O)cc1O
→ 0.9 | -5% | 5% | 0.5 | -5% | 5% | -3% | 8
COc1ccccc1OCc1ccc(C(=O)N(C)C)o1
→ 2.9 | -3% | -2% | 0.0 | 15% | 10% | -13% | 1
CC1CC(NC(=O)/C(C#N)=C/c2ccc[nH]2)CC(C)(C)C1 (stereo unspecified)
→ 0.4 | 4% | 6% | 1.3 | -4% | -5% | 7% | -1
COc1ccc(/C=N/NC(=O)c2cccnc2)cc1
→ -1.6 | -8% | 13% | -2.8 | -18% | 3% | -8% | -1

Single records, from the list above. Order of screens: CCT chaperon mod	PLK1 PBD inh	EPAC1 agonist	IL2 activator	EPAC1 antag	EPAC2 ag	WRN helicase inh	PI5P4K alpha inh
COc1ccc(/C=N/NC(=O)c2cccnc2)cc1 across the screens: -1.6	-8%	13%	-2.8	-18%	3%	-8%	-1
Cc1cccc(NC(=O)NN2CCN(C)CC2)c1C across the screens: 0.2	-3%	14%	-3.1	10%	7%	4%	-5

Going on with the list:
Sequence of screens – CCT chaperon mod | PLK1 PBD inh | EPAC1 agonist | IL2 activator | EPAC1 antag | EPAC2 ag | WRN helicase inh | PI5P4K alpha inh
CC(=O)NCCNc1nc(NCC2CC2)nc2cc(-c3ccccc3)sc12
→ -0.9 | -10% | 1% | -0.1 | -10% | -2% | -3% | -13
COC(=O)Nc1ccc(S(=O)(=O)Nc2cccc3ccccc23)cc1
→ 0.1 | -1% | 2% | -3.8 | 9% | 7% | 9% | 3
O=C1CCC(c2ccccc2)=NN1
→ 1.0 | -2% | -2% | -2.6 | 16% | 0% | 4% | 1
O=C(CCN1CCCCO1)NC1CCCc2c1cnn2-c1ccc(F)cc1F (stereo unspecified)
→ -1.9 | -6% | 7% | -1.7 | -15% | 2% | 2% | -4
COc1ccccc1N(CC(=O)NCCSCc1ccco1)S(=O)(=O)c1ccccc1
→ -2.5 | -8% | 10% | -5.2 | -11% | 8% | -12% | -5
CCOc1ccc(S(=O)(=O)N2CCN(C(=S)NCC3CCCO3)CC2)cc1 (stereo unspecified)
→ -2.8 | 2% | -3% | -1.9 | 6% | 9% | -2% | 0
Cc1cccc(C)c1NC(=O)C1(C)CCC(=O)N1CCc1c[nH]c2ccccc12 (stereo unspecified)
→ -1.2 | -9% | 4% | 0.1 | -6% | 8% | -2% | 5
CN(C)Cc1c(C(=O)N/N=C/c2ccc(OCc3c(F)cccc3Cl)cc2)nnn1-c1nonc1N
→ -0.9 | -7% | 2% | -1.7 | 4% | 21% | -2% | -7
N#C/C(=C\c1ccc(OCc2ccc(Br)cc2)cc1)C(=O)Nc1cccc(C(=O)O)c1
→ -3.5 | 21µM* | 4% | -0.5 | u | 8% | -24%[11.6 µM] | -15
Cc1ccc(CNc2nc(-c3cccs3)nc3ccccc23)cc1
→ -3.7 | u | 8% | -1.5 | -4% | 16% | -2% | 12
CC1(C)CC(NCc2ccc3c(c2)OCO3)CCO1 (stereo unspecified)
→ -0.6 | -8% | -1% | 0.3 | -9% | 1% | 3% | -1
CNC(=S)NNC(=O)c1sccc1OCc1ccccc1
→ -1.0 | 2% | 5% | -2.7 | 4% | -3% | -7% | x
C/C(=N\NC(=O)COc1cccc2ccccc12)c1cccs1
→ 1.4 | 0% | 0% | -0.6 | -9% | 8% | 4% | 3
CC(=O)Nc1nonc1NC(=O)CSc1nc2ccccc2o1
→ 1.9 | 0% | -2% | -2.6 | 10% | 1% | -6% | x
O=S1(=O)C[C@H](N2CCC[C@@H]2CO)[C@@H](COCc2ccccc2)N1
→ 0.5 | -4% | 5% | 0.4 | 10% | 8% | 6% | -3
Cc1ccc(S(=O)(=O)N2CCCCC2)cc1C(=O)OC(C)C(=O)NCC1CCCCC1 (stereo unspecified)
→ 0.3 | -6% | 1% | -7.0 | -15% | -6% | -12% | 0
CCc1oc(-c2ccc(OC)cc2)c(C(=O)OCCCCCO)c1C(C)OCCO (stereo unspecified)
→ 1.0 | -3% | -16% | -0.2 | -11% | 8% | 3% | 0
O=C(Cn1nnc(-c2ccc(Cl)cc2)n1)NCc1ccco1
→ 2.3 | -6% | -1% | 0.5 | -4% | 15% | -9% | -24
C/C(=N\n1cnnc1)c1ccccc1
→ 0.2 | 7% | 4% | 0.5 | 12% | 1% | 0% | -2
Cc1ccc(Cn2ccc(NC(=O)c3c(-c4ccccc4Cl)noc3C)n2)cc1
→ -0.3 | 0% | 7% | -0.6 | -1% | 19% | -1% | -4

Among those listed so far, 2 contain a COOH group.
Sequence of screens – CCT chaperon mod | PLK1 PBD inh | EPAC1 agonist | IL2 activator | EPAC1 antag | EPAC2 ag | WRN helicase inh | PI5P4K alpha inh
O=C(O)c1nn(-c2cccc(Cl)c2)c(=O)cc1O
→ 0.9 | -5% | 5% | 0.5 | -5% | 5% | -3% | 8
N#C/C(=C\c1ccc(OCc2ccc(Br)cc2)cc1)C(=O)Nc1cccc(C(=O)O)c1
→ -3.5 | 21µM* | 4% | -0.5 | u | 8% | -24%[11.6 µM] | -15

Next section:
Sequence of screens – CCT chaperon mod | PLK1 PBD inh | EPAC1 agonist | IL2 activator | EPAC1 antag | EPAC2 ag | WRN helicase inh | PI5P4K alpha inh
CCOC(=O)C(C(=O)NCC1CCCO1)C1CCCCC1 (stereo unspecified)
→ -4.5 | 0% | -3% | 0.1 | 11% | 2% | -1% | 6
O=C(c1ccccc1)c1c[nH]c2cc3c(cc2c1=O)OCCO3
→ -2.9 | -7% | 5% | -3.7 | -10% | 4% | -5% | -21
CCn1c2ccccc2c2cc(N=C3SC(CC(=O)Nc4ccccc4OC)C(=O)N3CCOC)ccc21 (stereo unspecified)
→ -1.0 | -4% | 10% | 0.2 | -27% | 13% | -16% | -1
Cc1cc(C)cc(N(C(=O)CNC(=O)c2ccco2)C(C(=O)NC2CCCCC2)c2cccnc2)c1 (stereo unspecified)
→ -0.9 | -8% | -3% | -1.7 | 15% | 12% | -1% | -6
Cc1c(O)ccc(C(=O)CN2CCN(c3ccccc3F)CC2)c1O
→ -3.4 | 2% | -13% | -0.6 | -10% | 10% | 0% | -8
Nc1cc(=O)[nH]c2nnc(SCC(=O)Nc3cccc4ccccc34)n12
→ 2.2 | -3% | -9% | -0.7 | 2% | -9% | -9% | 5
CCOC(=O)c1ccccc1NC(=O)Cn1cnc2c(nnn2-c2ccc(C)cc2)c1=O
→ -0.8 | -15% | 4% | -1.3 | -1% | -1% | 5% | -4
O=C(NN=C1CCCCC1)c1cc(-c2ccccc2)n[nH]1
→ -1.7 | -4% | -2% | -0.1 | 7% | -2% | -25% | 20

Shown as labelled records: 4 of the compounds above
CC(=O)Nc1nonc1NC(=O)CSc1nc2ccccc2o1
  CCT chaperon mod: 1.9
  PLK1 PBD inh: 0%
  EPAC1 agonist: -2%
  IL2 activator: -2.6
  EPAC1 antag: 10%
  EPAC2 ag: 1%
  WRN helicase inh: -6%
  PI5P4K alpha inh: x

O=S1(=O)C[C@H](N2CCC[C@@H]2CO)[C@@H](COCc2ccccc2)N1
  CCT chaperon mod: 0.5
  PLK1 PBD inh: -4%
  EPAC1 agonist: 5%
  IL2 activator: 0.4
  EPAC1 antag: 10%
  EPAC2 ag: 8%
  WRN helicase inh: 6%
  PI5P4K alpha inh: -3

Cc1ccc(S(=O)(=O)N2CCCCC2)cc1C(=O)OC(C)C(=O)NCC1CCCCC1 (stereo unspecified)
  CCT chaperon mod: 0.3
  PLK1 PBD inh: -6%
  EPAC1 agonist: 1%
  IL2 activator: -7.0
  EPAC1 antag: -15%
  EPAC2 ag: -6%
  WRN helicase inh: -12%
  PI5P4K alpha inh: 0

CCc1oc(-c2ccc(OC)cc2)c(C(=O)OCCCCCO)c1C(C)OCCO (stereo unspecified)
  CCT chaperon mod: 1.0
  PLK1 PBD inh: -3%
  EPAC1 agonist: -16%
  IL2 activator: -0.2
  EPAC1 antag: -11%
  EPAC2 ag: 8%
  WRN helicase inh: 3%
  PI5P4K alpha inh: 0

Bioassay records as filed in PubChem BioAssay.
